Screens deposited in PubChem BioAssay by National Center for Advancing Translational Sciences (NCATS).
TRHR ag: qHTS for Small Molecule Agonists and Allosteric Enhancers of Human TRH Receptor: Primary Screen for Agonists; AID 493084, 2011; actives 0.18% (n = 360,000); TRHR cells, calcium flux fluo-8, FDSS agonist mode; activation, % at 2 µM; note: 0% is about no effect
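Read-out: compound-evoked intracellular calcium rise in TRHR cells, fluo-8 dye, kinetic FDSS fluorescence at 1 s/cycle following a 10-cycle baseline. Cells cultured overnight before dye loading (30 min–1.5 h, RT).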
D1 ag: Allosteric Agonists of the Human D1 Dopamine Receptor: qHTS. D(1A) dopamine receptor (Homo sapiens), P21728. HEK293 T-REx D1 cells, calcium flux, agonist mode. activation, % at 2 µM. actives 1% (n = 360,000). AID 504660, 2011; note: 0% is about no effect
Target sequence (P21728 whole entry, looked up): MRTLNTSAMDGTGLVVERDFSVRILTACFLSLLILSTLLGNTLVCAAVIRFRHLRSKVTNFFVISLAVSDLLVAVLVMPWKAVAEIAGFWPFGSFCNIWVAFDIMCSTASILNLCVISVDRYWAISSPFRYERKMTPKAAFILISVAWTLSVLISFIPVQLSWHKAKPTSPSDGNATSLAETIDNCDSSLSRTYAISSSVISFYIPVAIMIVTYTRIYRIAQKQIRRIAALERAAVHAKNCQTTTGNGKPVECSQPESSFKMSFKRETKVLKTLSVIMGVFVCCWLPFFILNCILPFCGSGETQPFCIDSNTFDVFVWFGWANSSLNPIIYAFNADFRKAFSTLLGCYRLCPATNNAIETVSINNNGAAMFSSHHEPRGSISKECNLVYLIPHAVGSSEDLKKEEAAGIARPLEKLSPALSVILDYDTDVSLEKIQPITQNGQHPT
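Tetracycline-induced HEK293 TREx D1 cells, force-coupled to calcium signalling, were dye-loaded with a no-wash calcium kit. Compound was pin-added after a 10 s baseline. Fluorescence was read kinetically at 1 cycle/s for 180 s, with calcium rises flagged as agonism.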
D1 PAM: Potentiators of Human D1 Dopamine Receptor: qHTS; HEK293 TREx D1 cells, calcium flux, dopamine EC20 potentiation; potentiation, % at 10 µM; actives 0.036% (n = 360,000); AID 504651, 2011; in the data active = potentiation above about 30%; note: 0% is about no effect
D2 antag: HTS Assay for Allosteric Antagonists of the Human D2 Dopamine Receptor: Primary Screen for Antagonists. D(2) dopamine receptor (Homo sapiens), P14416. HEK293 TREx D2 cells, calcium flux, dopamine EC80. inhibition, % at 10 µM. actives 2% (n = 340,000). AID 485344, 2010; in the data active = inhibition above about 30%; note: 0% is about no effect
Target sequence (P14416 whole entry, looked up): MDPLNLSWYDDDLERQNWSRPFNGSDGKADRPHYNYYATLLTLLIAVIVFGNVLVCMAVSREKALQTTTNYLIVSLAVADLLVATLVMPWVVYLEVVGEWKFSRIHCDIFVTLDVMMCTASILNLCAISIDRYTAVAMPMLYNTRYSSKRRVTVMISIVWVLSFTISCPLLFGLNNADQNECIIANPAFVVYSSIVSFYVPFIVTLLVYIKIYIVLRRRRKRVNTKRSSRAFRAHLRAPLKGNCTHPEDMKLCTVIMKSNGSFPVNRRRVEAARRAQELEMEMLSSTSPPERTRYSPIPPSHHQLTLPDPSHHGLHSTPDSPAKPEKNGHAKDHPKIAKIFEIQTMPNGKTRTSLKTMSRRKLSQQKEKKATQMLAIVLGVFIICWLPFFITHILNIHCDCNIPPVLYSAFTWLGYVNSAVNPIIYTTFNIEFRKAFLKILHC
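HEK293 T-REx D2 cells, tet-induced, calcium dye no-wash. Cpd pintool add, 180 s kinetic, then EC80 DA, 180 s kinetic. Ca flux read.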
D2 potentiator: HTS Assay for Positive Allosteric Modulators of the Human D2 Dopamine Receptor: Primary Screen for Potentiators | AID 485347, 2010 | actives 0.34% (n = 340,000) | HEK293 T-REx D2, calcium flux, EC20 dopamine potentiation | potentiation, % at 10 µM | D(2) dopamine receptor (Homo sapiens), P14416;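 active = potentiation over 3 SD above the plate norm, cut at about 30% in these data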; note: 0% is about no effect
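Calcium flux readout, no-wash dye, 1 read/s. Inducible HEK293 Trex D2 line, overnight 30 C. Compound alone 180 s (agonist flags), then EC20 dopamine, another 180 s to score potentiation.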
D2 ag: HTS Assay for Allosteric Agonists of the Human D2 Dopamine Receptor: Primary Screen for Agonists; D(2) dopamine receptor (Homo sapiens), P14416; HEK293 T-REx D2 cells, calcium flux agonist mode; activation, % at 2 µM; actives 0.53% (n = 340,000); AID 485358, 2010;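 active = activation over 3 SD above normal in the single-dose calcium agonist read, cut at about 30% in these data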; note: 0% is about no effect
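Agonism is scored from calcium flux in a force-coupled, inducible HEK293 cell line expressing D2, read kinetically for 180 s after compound addition against dopamine controls.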
RXFP1 antagonist: qHTS Assay for Antagonists of the Relaxin Receptor RXFP1. HEK293-RXFP1, relaxin-stimulated cAMP HTRF, 30 min; stronger effect = lower value. activity change, negative = inhibition, % at 57.5 µM. actives 0.59% (n = 350,000);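 active = activity change of -60% or lower, but not beyond a set lower limit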; note: % is set by controls: 0 for no effect and ±100 for the full control effect
TRHR PAM: qHTS for Small Molecule Agonists and Allosteric Enhancers of Human TRH Receptor: Primary Screen for Enhancers; TRHR cells, fluo-8 calcium fluorescence, EC20 TRH enhancement; Thyrotropin-releasing hormone receptor (Homo sapiens), P34981; enhancement, % at 2 µM; actives 0.66% (n = 360,000); in the data active = enhancement above about 30%; note: 0% is about no effect
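TRHR-expressing cells loaded with fluo-8 calcium dye were read kinetically (ex 480/em 530) during compound addition, then stimulated with an EC20 of TRH (10 nM final). Enhancement of the Gq-mediated intracellular calcium response was scored.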
D1 antagonist: Antagonist of Human D 1 Dopamine Receptor: qHTS. D(1A) dopamine receptor (Homo sapiens), P21728. actives 3.2% (n = 360,000). activity change, negative = inhibition, % at 10 µM. HEK293 TREx D1 cells, calcium flux, dopamine EC80; stronger effect = lower value; in the data active = activity change below about -30%; note: % is set by controls: 0 for no effect and ±100 for the full control effect
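HEK293 T-REx cells expressing inducible, force-coupled D1 receptor; no-wash Ca dye, 30–90 min RT. Cmpd → 180 s read at 1 Hz → EC80 DA → 180 s read.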
Active calls of the source: *; . = no result given. Cut-off read from the data, not from the text of the source, unless noted: active = activation above about 30%; inactive = the rest.

No.	Molecule	TRHR ag	D2 potentiator	TRHR PAM	D1 PAM	D1 ag	RXFP1 antagonist	D2 antag	D1 antagonist	D2 ag
1	Cc1cccc(N(C(=O)Cn2nnc3ccccc32)C(C(=O)NC(C)(C)C)c2ccsc2)c1 (configuration not stated)	0.5	-4	-11	3	1	1	-6	2	-1.0
2	Cc1ccc(S(=O)(=O)N(C)c2ccc(OCC(=O)N3CCCCC3)cc2)cc1	-0.7	16	14	2	1	-10	3	4	-0.2
3	COC(=O)c1sccc1S(=O)(=O)Nc1ccc(S(N)(=O)=O)cc1	0.5	5	4	14	1	-10	-11	-1	0.7
4	O=C(Cn1c(=O)cnc2ccccc21)N1CCN(S(=O)(=O)c2cccc([N+](=O)[O-])c2)CC1	0.1	-2	-3	4	0	7	20	14	0.1
5	COCCn1nnnc1CN1CCN2CCCC2C1 (configuration not stated)	0.6	2	6	-2	2	-16	13	9	-1.4
6	CCCCC[C@H]1CN(C2CCCCC2)C(=O)[C@@H]1CC(=O)NCc1ccc(OC)cc1	-0.6	6	0	4	2	.	0	4	-0.5
7	CC(=O)N1CC(C)Sc2ccc(S(=O)(=O)NC(C)c3ccccc3)cc21 (configuration not stated)	-0.6	4	2	-5	10	5	7	0	0.6
8	CN(Cc1cccs1)C(=O)CCCc1c[nH]c2ccccc12	0.0	18	6	2	2	-7	7	-20	20
9	CCC(CO)NCC(O)COCc1ccc2c(c1)OCO2 (configuration not stated)	-0.3	8	2	-4	1	-1	1	8	0.2
10	O=C(c1cc(=O)[nH]c2ccccc12)N1CCN(Cc2ccc3c(c2)OCO3)CC1	0.0	-14	-5	3	1	1	2	38	21
11	Oc1ccc(/C=N/Nc2cc(N3CCCC3)nc(N3CCCC3)n2)cc1	-0.6	22	8	-5	1	-22	.	-6	.
12	CC(NC1c2ccccc2-c2ccccc21)c1ccccc1 (configuration not stated)	0.0	-1	13	2	2	-14	6	-8	-0.9
13	COc1ccc2c(c1)c1c(c(=O)n(-c3cccc(C)c3)c(=O)n1Cc1cccc(Cl)c1)n2C	1.1	5	7	-2	0	.	.	-4	.
14	C=CCn1c(SCC(=O)c2c(N)n(CCC)c(=O)n(C)c2=O)nnc1-c1ccncc1	0.2	5	2	-8	2	-9	0	-32*	0.9
15	CN1CC(c2ccccn2)C2(SC(=S)N(Cc3ccccc3)C2=O)C12C(=O)Nc1ccccc12 (configuration not stated)	-0.2	11	-2	0	0	6	-13	-14	0.1
16	O=C(N/C(=C\c1ccc(F)cc1)C(=O)N1CCCCCC1)c1ccccc1	0.0	2	1	1	6	-19	-13	-12	0.1
17	COc1ccc(/C=C/C(=O)OCC(=O)NCc2cccs2)cc1OC	-0.1	-5	2	-12	0	.	4	1	0.9
18	COc1ccc(C(C(=O)NC2CCCC2)N(CC2CCCO2)C(=O)Cn2nnc(-c3ccc(C)o3)n2)cc1 (configuration not stated)	-0.6	2	0	-1	-3	9	1	-6	-0.5
19	O=C(Nc1ccc(Cc2ccncc2)cc1)c1cccs1	0.1	5	2	-8	13	-7	-4	2	0.2
20	COc1ccc(NC(=O)CN(c2cc(C)cc(C)c2)S(=O)(=O)c2c(C)n[nH]c2C)cc1	0.4	16	-1	-3	1	.	15	3	0.3
21	O=C1CNC(=S)N1CCCc1ccccc1	-0.1	3	3	-5	3	-7	-8	-2	0.0
22	Cc1ccc(Cl)cc1NC(=O)Cn1ncc2c(C)n(Cc3ccccc3F)c(C)c2c1=O	0.4	-6	8	-2	10	1	.	-1	0.5
23	Cc1ccc2c(C)c(C(=O)N3CCCC(C(N)=O)C3)oc2c1C (configuration not stated)	0.4	3	3	-1	4	-3	-13	-18	-1.1
24	S=C(NCC1CCCO1)Nc1ccccc1 (configuration not stated)	0.4	-7	-2	-6	1	-11	0	-2	-0.1
25	CCOC(=O)C1(Cc2ccccc2C)CCCN(C(=O)c2ccoc2)C1 (configuration not stated)	-0.8	11	4	0	-1	-2	.	3	.
26	CC(C(=O)NCCCc1ccccc1)c1ccc([N+](=O)[O-])cc1 (configuration not stated)	-3.6	3	9	-1	27	-5	10	-5	0.7
27	CC(=O)Nc1c2c3c(cccc3n(C)c1=O)C(=O)c1ccccc1-2	0.3	-6	0	2	3	-21	12	-12	0.5
28	CCOc1ccccc1Oc1cn[nH]c1-c1ccc(OCC(=O)NN)cc1O	-0.3	18	4	0	3	-4	-26	-10	1.1
29	Cc1ccc(NNC(N)=S)cc1Cl	0.2	6	5	0	-1	3	-9	1	-0.2
30	Cc1cc(C)n(/N=C/c2c[nH]c3ccccc23)c(=O)c1C#N	-0.2	0	5	1	0	-9	7	2	-0.7

Reformatted: results already given.
2: Cc1ccc(S(=O)(=O)N(C)c2ccc(OCC(=O)N3CCCCC3)cc2)cc1
3: COC(=O)c1sccc1S(=O)(=O)Nc1ccc(S(N)(=O)=O)cc1
Screen / compound no.	2	3
TRHR ag	-0.7	0.5
D2 potentiator	16	5
TRHR PAM	14	4
D1 PAM	2	14
D1 ag	1	1
RXFP1 antagonist	-10	-10
D2 antag	3	-11
D1 antagonist	4	-1
D2 ag	-0.2	0.7

(continued)
No.	Molecule	TRHR ag	D2 potentiator	TRHR PAM	D1 PAM	D1 ag	RXFP1 antagonist	D2 antag	D1 antagonist	D2 ag
31	COc1ccc(OCC#CCN2CC(C)OC(C)C2)cc1 (configuration not stated)	0.0	4	0	-1	5	3	-19	-6	3.6
32	Cc1cc(S(=O)(=O)N2CCOCC2)ccc1NC(=O)c1ccc(F)cc1	-0.1	11	-7	9	2	-4	-12	-15	-0.5
33	O=C(c1cc(-c2cccs2)on1)N1CCN(C(c2ccccc2)c2ccccc2)CC1	0.5	7	2	-9	3	-7	9	4	0.0
34	CC1(CC(=O)N/N=C/c2cc([N+](=O)[O-])c(O)cc2O)OCCO1	0.1	-4	2	5	2	2	11	7	3.1
35	NS(=O)(=O)c1ccc(NC(=O)c2ccccc2Cl)cc1	1.0	10	10	-2	2	14	-6	7	-0.2
36	CCOC(=O)c1ccc(NC(=O)CN(C)S(=O)(=O)c2ccc(OC)cc2)cc1	-0.7	.	2	0	2	-15	.	-16	.
37	CS/C(=C\C(=O)c1ccco1)Nc1ccccc1Cl	1.6	-21	-1	1	1	-21	25	-22	35*
38	Cc1[nH]n(C2=NCCS2)c(=O)c1N=Nc1cccc(C(F)(F)F)c1	6.9	-5	-5	-4	62*	-3	7	5	13
39	CNC(=O)Cn1cc(S(=O)(=O)Cc2ccccc2F)c2ccccc21	0.0	3	-10	0	-1	-6	.	-10	0.4
40	COc1ccc(S(=O)(=O)N2CCCC(C(=O)NCc3ccco3)C2)cc1Cl (configuration not stated)	-0.1	-1	5	0	3	-14	-23	-15	0.4
41	COc1cccc(/C=N/NC(=O)C(=O)NCc2cccnc2)c1	-0.8	-3	-2	-5	1	-11	-13	9	-0.6
42	COc1cc(-c2nc3cnccn3c2Nc2c(C)cccc2C)ccc1O	-0.6	11	1	-8	0	-12	22	4	-1.1
43	COc1ccc(-n2c(Cc3cccn3C)nnc2SCC(=O)NC2CCCCC2)cc1	-0.6	.	2	1	2	.	.	6	.
44	Cc1ccc(C)c(OCC(O)CN2CCC(C)CC2)c1C (configuration not stated)	0.0	-11	-3	-5	1	-7	.	-30	.
45	CCOc1ccc(NC(=S)NC(=O)c2c(Cl)cnn2CC)c([N+](=O)[O-])c1	-0.5	-7	7	-8	1	1	5	15	-0.6

Exported with each value named: 4 of the compounds above.
36: CCOC(=O)c1ccc(NC(=O)CN(C)S(=O)(=O)c2ccc(OC)cc2)cc1
  TRHR ag: -0.7
  D2 potentiator: .
  TRHR PAM: 2
  D1 PAM: 0
  D1 ag: 2
  RXFP1 antagonist: -15
  D2 antag: .
  D1 antagonist: -16
  D2 ag: .
37: CS/C(=C\C(=O)c1ccco1)Nc1ccccc1Cl
  TRHR ag: 1.6
  D2 potentiator: -21
  TRHR PAM: -1
  D1 PAM: 1
  D1 ag: 1
  RXFP1 antagonist: -21
  D2 antag: 25
  D1 antagonist: -22
  D2 ag: 35*
38: Cc1[nH]n(C2=NCCS2)c(=O)c1N=Nc1cccc(C(F)(F)F)c1
  TRHR ag: 6.9
  D2 potentiator: -5
  TRHR PAM: -5
  D1 PAM: -4
  D1 ag: 62*
  RXFP1 antagonist: -3
  D2 antag: 7
  D1 antagonist: 5
  D2 ag: 13
39: CNC(=O)Cn1cc(S(=O)(=O)Cc2ccccc2F)c2ccccc21
  TRHR ag: 0.0
  D2 potentiator: 3
  TRHR PAM: -10
  D1 PAM: 0
  D1 ag: -1
  RXFP1 antagonist: -6
  D2 antag: .
  D1 antagonist: -10
  D2 ag: 0.4

Going on with the list.
No.	Molecule	TRHR ag	D2 potentiator	TRHR PAM	D1 PAM	D1 ag	RXFP1 antagonist	D2 antag	D1 antagonist	D2 ag
46	Cc1nc2ccc(N)cc2s1	0.1	-5	-1	-11	2	.	7	3	-0.5
47	Cc1cccc(-n2nc3c(c2NC(=O)C2CC2)CS(=O)(=O)C3)c1C	0.1	-6	1	-10	0	-5	9	-3	1.5
48	CCN1CCN(c2cc(C)c3cc(NC(=O)c4cccc(OC)c4)ccc3n2)CC1	0.3	-11	22	-5	0	1	-9	-3	-0.7
49	O=C(CSCc1ccc(F)cc1)Nc1ccccc1C(=O)N1CCOCC1	0.7	4	0	-2	3	18	-10	1	0.2
50	COc1ccc(/C(N)=N/OC(=O)Oc2ccccc2)cc1OC	1.0	-6	-2	1	3	-2	0	7	0.3
51	CCN1CCc2[nH]c3ccccc3c2C1	-0.3	12	4	3	5	-4	1	-3	3.9
52	CCOc1cc(/C=C(\C#N)C(=O)Nc2ccc(C)cc2)ccc1OCc1cc(=O)n2nc(CC)sc2n1	-1.9	-3	15	-2	2	.	.	17	-0.4
